Screens as filed in PubChem BioAssay.
DNMT1 block = blocks human DNA methyltransferase DNMT1. DNMT1 molecular beacon, Hinp1I cleavage, fluorescence. AID 588458. inhibition (reported as % activation of signal), % at 10 µM. 360,000 tested, 0.83% active. P26358; in the data active = inhibition above about 50%
Scp-1 inhibitor = blocks human Scp-1 phosphatase activity; Q9GZU7; Recombinant Scp1, phosphopeptide, malachite green phosphate absorbance; inhibition, % at 20 µM; 340,000 tested, 0.88% active;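 active = inhibition above about 50% at 20 µM, limit read from the data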;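 also: plate controls were DMSO wells with enzyme for no effect and wells lacking enzyme for full effect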
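assay system = SCP-1 phosphatase catalytic domain, residues 76-261 | buffer or medium = 50 mM Tris acetate pH 5.5, 0.005% Tween-20, 10 mM MgCl2 | incubation = enzyme reaction 45 min at room temperature, colour 5 min, stabilisation 30 min | signal = Phosphate-binding colour reagent, absorbance read at 630 nm | measure = % inhibition at 20 µM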
Rin1 Abl inh = blocks binding of human Rin1 to Abl | P00519+Q13671 | TR-FRET Rin1/Abl binding, biochemical | inhibition, % at 7.35 µM | 360,000 tested, 0.4% active | AID 588664; in the data active = inhibition above about 5%, passing the limit was not always enough
Neddylation inh = blocks human cullin neddylation; TR-FRET cullin neddylation, biochemical; calls only at 25 µM; 360,000 tested, 0.58% active; AID 651699; in the data active = inhibition above about 36%
Target sequence (P61081 whole entry, looked up): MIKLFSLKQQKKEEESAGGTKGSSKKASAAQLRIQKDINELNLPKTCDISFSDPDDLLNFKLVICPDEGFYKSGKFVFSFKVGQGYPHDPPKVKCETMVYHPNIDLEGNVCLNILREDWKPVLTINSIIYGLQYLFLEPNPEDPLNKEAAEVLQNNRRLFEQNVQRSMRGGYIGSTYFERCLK
Target sequence (Q13564 whole entry, looked up): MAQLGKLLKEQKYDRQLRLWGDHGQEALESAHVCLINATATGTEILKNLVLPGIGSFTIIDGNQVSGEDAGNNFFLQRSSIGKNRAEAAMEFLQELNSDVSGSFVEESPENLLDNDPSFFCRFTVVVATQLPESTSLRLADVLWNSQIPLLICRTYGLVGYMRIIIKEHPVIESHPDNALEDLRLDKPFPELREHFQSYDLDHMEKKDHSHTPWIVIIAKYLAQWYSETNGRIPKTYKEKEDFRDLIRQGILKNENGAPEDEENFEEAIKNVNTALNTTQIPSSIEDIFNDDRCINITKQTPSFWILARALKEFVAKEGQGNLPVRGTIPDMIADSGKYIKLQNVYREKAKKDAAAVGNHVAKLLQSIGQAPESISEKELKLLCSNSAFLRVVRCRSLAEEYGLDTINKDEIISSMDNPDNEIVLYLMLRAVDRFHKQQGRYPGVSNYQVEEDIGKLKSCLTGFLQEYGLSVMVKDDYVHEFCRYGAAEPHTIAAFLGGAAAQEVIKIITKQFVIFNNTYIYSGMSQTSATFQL
NadD inh = blocks S. aureus nicotinate mononucleotide adenylyltransferase | 360,000 tested, 0.78% active | purified NadD enzyme, colorimetric absorbance read-out | inhibition, % at 20 µM | AID 602399; in the data active = inhibition above about 26%; also: some compounds past the cut are filed as inactive
Rpn11 inh = Rpn11 (human) deubiquitinase inhibition; calls only at 20 µM; O00487; AID 588493; 360,000 tested, 0.59% active; human 26S proteasome, Ub4-pepOG fluorescence polarization; 20S core pre-blocked with epoxomicin;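 active = inhibition at 20 µM, scaled to each plate's controls, above about 33%, limit read from the data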
STEP block = inhibitors of human striatal-enriched phosphatase STEP | 360,000 tested, 0.25% active | inhibition, % at 20 µM | P54829 | recombinant STEP, OMFP fluorogenic substrate, fluorescence | AID 588621;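 active = inhibition at 20 µM, scaled per plate between control wells, above about 37%, limit read from the data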;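 also: 0% = DMSO with enzyme and substrate and 100% = substrate only without enzyme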
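material = STEP tyrosine phosphatase | reagent = fluorogenic phosphatase substrate OMFP at 25 µM final | doses = single compound dose of 20 µM, 1% DMSO final | schedule = 20 min reaction, room temperature, in the dark | measured by = fluorescence, 480/540 nm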
SUMO1-SIM PPI = modulators of human SUMO1-mediated protein-protein interactions; P63165; SUMO1 binding to a labelled peptide, TR-FRET, 1 h; inhibition, % at 20 µM; 360,000 tested, 0.33% active; AID 602429; in the data active = inhibition above about 37%
CSN deneddyl inh = inhibitors of human CSN-mediated cullin deneddylation; Purified CSN, SCF-Nedd8-OG deneddylation, fluorescence polarization; AID 651999; Q92905; inhibition, % at 12.5 µM; 360,000 tested, 0.38% active;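 active = pattern-corrected inhibition above about 35%, with an unprinted fluorescence ratio check between 0.5 and 1.5, limit read from the data, passing the limit was not always enough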;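 also: 0% = enzyme with substrate and 100% = substrate without enzyme; some results filed as inactive read as strong as hits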
Target sequence (Q92905 whole entry, looked up, one chain of several): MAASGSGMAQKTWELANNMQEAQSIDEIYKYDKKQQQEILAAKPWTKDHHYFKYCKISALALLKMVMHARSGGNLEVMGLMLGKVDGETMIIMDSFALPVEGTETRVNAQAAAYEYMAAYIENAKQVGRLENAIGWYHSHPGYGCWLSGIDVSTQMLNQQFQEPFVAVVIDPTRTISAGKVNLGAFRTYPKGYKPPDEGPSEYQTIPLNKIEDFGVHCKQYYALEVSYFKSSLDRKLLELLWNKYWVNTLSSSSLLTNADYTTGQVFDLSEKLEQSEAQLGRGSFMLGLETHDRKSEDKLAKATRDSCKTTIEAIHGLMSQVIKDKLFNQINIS
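Test system: purified human Csn5 enzyme expressed in HEK293T cells. Amount: 0.24 nM enzyme. Reagent: SCFSkp2-Nedd8OG substrate at 10 nM final. Schedule: 90 min incubation of compound, enzyme and substrate at room temperature. Detection: fluorescence polarization. Read-out: % inhibition of substrate cleavage by Csn5.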
LMPTP inh = blocks human LMPTP phosphatase | inhibition, % at 20 µM | AID 651560 | 360,000 tested, 0.22% active | P24666 | recombinant LMPTP-A, OMFP fluorogenic substrate, fluorescence intensity;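 active = compounds that cut the enzyme signal by at least half of the control window in the single-dose screen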;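 also: plate controls were DMSO wells with enzyme plus substrate for no effect and substrate without enzyme for full effect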
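Assay system: LMPTP-A enzyme. Input: 0.625 nM LMPTP-A final. Probe or stimulus: 400 µM OMFP. Compound dosing: single 20 µM dose. Schedule: 50 min dark incubation at room temperature. Detection: fluorescence intensity of OMFP turnover product. Read-out: percent inhibition versus substrate-only and uninhibited controls. Benchmarks: no-enzyme low control, uninhibited high control.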
An asterisk follows results filed as active; i = inactive; / = no result given.

entry	SMILES	DNMT1 block	Scp-1 inhibitor	Rin1 Abl inh	Neddylation inh	NadD inh	Rpn11 inh	STEP block	SUMO1-SIM PPI	CSN deneddyl inh	LMPTP inh
1	CSCC[C@H](NC(=O)c1ccco1)c1nnc2ccccn12	1	-9	0	i	-2	i	1	0	2	0.4
2	Cc1cc(NC(=O)CN(C)CC(=O)Nc2ccc(F)c(F)c2F)no1	1	-5	-1	i	-1	i	2	-3	-6	-0.6
3	CC1=NN(C(C#N)c2ccccc2C)C(C)(C)C1 (configuration not stated)	-4	-3	0	i	-6	i	2	4	-1	-2.7
4	C=CCn1c(CNC(=O)CCC)nc2ccccc21	-2	2	-1	i	-1	i	0	-1	3	-1.5
5	CCOc1ccc(CCNC(=O)c2ccccc2OCc2c(C)noc2C)cc1OCC	0	-5	4	i	-3	i	4	5	-3	0.6
6	COc1ccc(NC(=O)CSc2nccn2Cc2ccc(F)cc2)c(OC)c1	0	-8	-1	i	2	i	0	-2	3	-0.4
7	CCOc1ccc(/C=N/Nc2cc(=O)n(C)c(=O)n2C)cc1	-2	-8	1	i	0	i	5	-7	4	1.2
8	COc1ccc(Cc2nnc(SC)[nH]c2=O)cc1OC	1	-5	0	i	-1	i	1	42*	2	-1.2
9	CC(NC(=O)c1ccccc1SCC(=O)N1CCCC1)c1ccccc1 (configuration not stated)	2	-6	4	i	8	i	2	-30	-1	-8.6
10	CCN(C(=O)/C=C/c1ccc(OC)cc1)C1CCS(=O)(=O)C1 (configuration not stated)	2	-1	-3	i	1	i	-1	-4	-4	-1.8
11	CCCCN(C(=O)CSc1nnc(-c2ccccc2)o1)c1c(N)n(CCC)c(=O)[nH]c1=O	0	-6	2	i	0	i	-2	-2	-3	-1.0
12	O=C(O)c1ccc(CSc2nc3ccccc3c(=O)n2-c2ccccc2)cc1	0	-12	1	i	-5	i	-4	8	-2	1.1
13	COc1ccccc1Cn1c(=S)[nH]c2cc(C(=O)NCCCN3CCOCC3)ccc2c1=O	0	-6	-2	i	1	i	4	-1	-6	0.7
14	CC(C)(C)n1nnnc1C(c1ccccc1)N1CCN(c2ccc(C(F)(F)F)cn2)CC1 (configuration not stated)	/	/	/	i	-3	/	/	5	-3	1.7
15	O=C(NC1CCS(=O)(=O)C1)C1CCCC1 (configuration not stated)	1	-4	-1	i	1	i	-1	1	-6	-0.9
16	CCOC(=O)c1ccccc1NC(=O)COC(=O)CCC(=O)c1ccc(C)cc1	-1	-11	-1	i	-3	i	2	0	-2	2.5
17	CC1Cc2ccccc2N1C(=O)Cn1nnc(-c2ccccc2NC(=O)C2CCC2)n1 (configuration not stated)	-4	-8	0	i	-2	i	1	-5	2	2.6
18	Cc1ccc2nc(-c3ccc(NC(=O)CSc4ccccc4)cc3)[nH]c2c1	15	13	-1	/	2	i	5	5	4	5.0
19	O=C(Cn1cnc2scc(-c3ccc(F)cc3)c2c1=O)NCC(c1ccco1)N1CCCC1 (configuration not stated)	-1	-1	-1	i	-7	i	-1	-3	-1	0.8
20	Cn1nc(-c2ccc(Cl)cc2)c2cc(C(=O)N3CCCC3)sc21	11	-12	3	i	-3	i	5	-7	-6	2.6
21	O=S(=O)(NC1CCCCC1)c1cccc2nsnc12	1	-1	0	i	4	i	0	-29	-1	-1.0
22	O=C(COc1ccc([N+](=O)[O-])cc1)Nc1ccc(C(=O)Nc2ccccc2C(=O)O)cc1	-1	65*	-1	i	-2	i	4	15	-1	-0.2
23	COC(=O)c1cc(=O)c2ccc(OC)cc2o1	5	-9	0	i	-4	i	0	-3	3	-0.7
24	COCCN(C(=O)/C=C/c1ccccc1)c1nnc(-c2cccnc2)s1	1	6	-4	i	2	i	0	-1	4	-1.1
25	CCOC(=O)Cn1c(=NC(=O)CSC(C)=O)sc2cc(F)ccc21	8	-5	-22	i	-2	i	2	6	2	-0.8
26	CN(CCC1CCOCC1)C(=O)c1cc(COc2c(F)cccc2F)on1	0	-3	0	i	4	i	0	-1	-2	-0.3
27	C[C@@H]1CC(=O)[C@H]2CC(CO)=CCC[C@@H]2[C@@]1(C)CC/C(=C/CO)CO	4	10	2	i	6	i	-1	3	4	-0.9
28	Cc1ccc(N=Cc2nc(-c3ccco3)oc2O)cc1	0	-1	-1	i	-7	i	2	-20	0	0.4
29	CCOCCCNC(=S)N1CCC(NC(=O)c2ccco2)CC1	0	-8	1	i	1	i	2	0	-10	-1.2
30	Cn1c(SCC(N)=O)nnc1-c1cnccn1	3	-17	2	i	2	i	2	-2	9	0.3
31	CCCCCNCc1cccc(Br)c1	-1	-5	-4	i	-5	i	-1	1	4	-1.1
32	O=C(COC(=O)/C=C/c1ccco1)Nc1ncc(Cl)cc1Cl	41	57*	3	i	3	i	11	-7	-5	6.5
33	Cc1nn(Cc2ccccc2)c(Cl)c1/C=C/C(=O)OCC(=O)N(C)C1CCS(=O)(=O)C1 (configuration not stated)	1	-1	3	i	6	i	-1	0	2	-0.2
34	CCCCCCCCc1nc(SCC(C)=O)n[nH]1	1	-10	2	i	5	i	0	-1	-2	-1.6
35	COc1ccc(C2/C=C\CN(C(=O)CC(C)(C)C)CC(=O)N2Cc2ccc(F)cc2)cc1 (configuration not stated)	-2	-4	3	i	-5	i	2	1	4	-1.4
36	CCS(=O)(=O)N1CCN(C2Cc3ccccc3C2)CC1	5	-18	-3	i	-4	i	-8	0	2	-1.0
37	CC(C)C(=O)N1CCC1(C)C(=O)Nc1nc2ccccc2[nH]1 (configuration not stated)	2	/	-3	i	5	i	-3	-1	-2	-0.5
38	CCN(C(=O)COC(=O)/C=C/c1ccc(S(=O)(=O)N2CCc3ccccc32)cc1)C1CCS(=O)(=O)C1 (configuration not stated)	-5	-6	6	i	-13	i	-1	-20	-5	4.1
39	COc1ccc(Cl)cc1NC(=O)c1cc(-c2ccccc2O)n[nH]1	5	-19	1	i	0	i	-1	1	3	0.0
40	COc1ccc(C2(C)C(C#N)C(=O)NC(=O)C2C#N)cc1 (configuration not stated)	2	0	5	i	-1	i	-4	0	0	-1.0
41	Cc1oc(-c2ccc(Cl)cc2)cc1C(=O)/C(C#N)=C/Nc1cccc(OC(F)(F)F)c1	8	0	-3	i	-1	i	8	1	12	1.2
42	CC(=O)Nc1ccc(NC(=O)CSc2nc(N)c(NC(=O)c3ccccc3F)c(=O)[nH]2)cc1	16	53*	1	i	-3	i	2	19	3	8.7
43	Cc1ccc(O)c(C(=O)/C=C/c2ccc3c(c2)OCCO3)c1	6	-10	0	i	-7	i	-2	1	10	2.7
44	COc1ccc(C)cc1N1CC(C(=O)Nc2ccccc2C(=O)NC2CC2)CC1=O (configuration not stated)	1	-2	3	i	4	i	1	-6	1	0.2
45	COc1ccc(C2CC(c3cccs3)=NN2S(C)(=O)=O)cc1 (configuration not stated)	1	-4	1	i	-6	i	-4	-7	3	-0.7
46	Cc1ccc(C(=O)Nc2nc3ccc(Cl)cc3s2)o1	2	-7	-1	/	-5	i	-1	-4	-2	1.2
47	CCNC(=O)C1(C)CCCN(Cc2cc3ccccc3o2)C1 (configuration not stated)	2	/	-2	i	0	i	2	5	-6	1.6
48	CC(C)N1CCN(C(=O)c2ccc(OC3CCN(CCc4ccccc4)CC3)cc2)CC1	0	-2	4	i	0	i	0	-1	5	2.4
49	CCc1ccc(NS(=O)(=O)c2ccc3[nH]cc(C(=O)N(C)Cc4ccco4)c(=O)c3c2)cc1	14	37	-3	i	12	i	15	0	11	3.5
50	Brc1cnc2ccccc2c1N1CCCCC1	3	-14	-1	i	0	i	4	0	5	4.4

(further entries)
entry	SMILES	DNMT1 block	Scp-1 inhibitor	Rin1 Abl inh	Neddylation inh	NadD inh	Rpn11 inh	STEP block	SUMO1-SIM PPI	CSN deneddyl inh	LMPTP inh
51	Cn1nnnc1SCC1=C(C(=O)O)N2C(=O)C(NC(=O)Cn3nc(C(F)F)cc3C3CC3)C2SC1 (configuration not stated)	9	56*	3	i	0	i	3	2	-9	0.3
52	Cc1ccc(Cl)cc1NS(=O)(=O)N1CCOCC1	1	0	-5	i	0	i	0	2	4	0.6
53	COc1ccc2cc(-c3[nH]ncc3CN3CCCCO3)ccc2c1	-3	-9	1	i	-2	i	4	-6	0	-0.5
54	COCCNC(=O)CN(Cc1ccc(Cl)cc1)S(C)(=O)=O	3	-3	2	i	-2	i	2	-3	3	-2.2
55	CN(C)C(=O)C(=O)c1c(-c2ccccc2)cc2ccccn12	-1	-5	-3	i	4	i	-3	-16	-8	-0.5
56	CS(=O)(=O)N(CC(=O)N/N=C/c1cc([N+](=O)[O-])ccc1Cl)c1ccccc1	0	7	2	i	-6	i	4	-21	0	0.5
57	CCOC(=O)c1sc(-c2ccc(Cl)cc2Cl)nc1O	0	-20	0	/	1	i	2	-1	-4	1.1
58	C=CCNC(=O)C1CCCN(S(C)(=O)=O)C1 (configuration not stated)	8	-1	2	i	-1	i	-1	-2	0	-0.6
59	CCOc1ccccc1C(=O)N(CCC(=O)OC)c1ccccn1	7	-2	-2	i	1	i	-1	1	-5	-0.1
60	Cc1onc(-c2ccccc2Cl)c1C(=O)Nc1ccc(S(=O)(=O)Nc2nccs2)cc1	-3	-4	3	i	-1	i	0	1	7	-0.1
61	COC(=O)c1cc(Br)c(=O)n(-c2ccccn2)c1	-4	-5	-1	i	-1	i	-1	0	4	-0.3
62	CCNC(=O)CSc1nnc(C2CC2)n1-c1ccccc1	3	-2	-1	i	-3	i	-6	-3	-3	-0.7

Nothing new here: an excerpt of the list.
entry	SMILES	DNMT1 block	Scp-1 inhibitor	Rin1 Abl inh	Neddylation inh	NadD inh	Rpn11 inh	STEP block	SUMO1-SIM PPI	CSN deneddyl inh	LMPTP inh
60	Cc1onc(-c2ccccc2Cl)c1C(=O)Nc1ccc(S(=O)(=O)Nc2nccs2)cc1	-3	-4	3	i	-1	i	0	1	7	-0.1
61	COC(=O)c1cc(Br)c(=O)n(-c2ccccn2)c1	-4	-5	-1	i	-1	i	-1	0	4	-0.3
62	CCNC(=O)CSc1nnc(C2CC2)n1-c1ccccc1	3	-2	-1	i	-3	i	-6	-3	-3	-0.7

Complete entries from above. Screens in order: DNMT1 block, Scp-1 inhibitor, Rin1 Abl inh, Neddylation inh, NadD inh, Rpn11 inh, STEP block, SUMO1-SIM PPI, CSN deneddyl inh, LMPTP inh
Shown for COCCNC(=O)CN(Cc1ccc(Cl)cc1)S(C)(=O)=O : 3, -3, 2, i, -2, i, 2, -3, 3, -2.2
Shown for Cn1nnnc1SCC1=C(C(=O)O)N2C(=O)C(NC(=O)Cn3nc(C(F)F)cc3C3CC3)C2SC1 (configuration not stated) : 9, 56*, 3, i, 0, i, 3, 2, -9, 0.3
Shown for Cc1onc(-c2ccccc2Cl)c1C(=O)Nc1ccc(S(=O)(=O)Nc2nccs2)cc1 : -3, -4, 3, i, -1, i, 0, 1, 7, -0.1
Shown for CCNC(=O)CSc1nnc(C2CC2)n1-c1ccccc1 : 3, -2, -1, i, -3, i, -6, -3, -3, -0.7
